# Screens deposited in PubChem BioAssay by PCMD.
# Yeast tox: Compounds toxic to wild-type S. cerevisiae growth; A595 turbidity, 16 h; growth inhibition, % at 25 µM (by protocol); actives 0.3% (n = 30,000);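 active = mutant and wild-type yeast strains alike exhibit over 30% growth inhibition; inconclusive = a strain exceeds 50% while the second remains under 30%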;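 note: 0% = untreated cell controls and 100% = YPD media blanks without cells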
#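 Test system: Wild-type and eIF2Bepsilon-R284H mutant S. cerevisiae, screened separately | Dosing: Single 25 µM compound dose in 0.2% DMSO | Schedule: 16 h compound exposure during growth at 30 °C | Detection: A595 turbidity | Evaluation: Growth inhibition (%) versus cell controls and blanks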
# eIF2B yeast act: eIF2B (yeast) activity modulation; S. cerevisiae eIF2B-epsilon R284H, GCN4-lacZ luminescence; inhibition, % at 25 µM (by protocol); actives 0.91% (n = 27,000); AID 688;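 active = mutant luminescence inhibited past about 50% while wild type luminescence and mutant growth stay under set limits, limit read from the data; inconclusive = mutant versus wild type luminescence inhibition gap past a set limit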; note: some compounds called inactive have numbers as strong as hits
#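 Material – yeast eIF2B-epsilon R284H mutant carrying GCN4–beta-galactosidase fusion · Medium – YPD yeast growth medium · Compound – one concentration, 25 µM, 0.25% DMSO · Times – 16 h at 30 °C exposure · Signal – Beta-Glo luminescence plus absorbance at 595 nm · Read-out – % inhibition of reporter signal and growth versus controls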
# Yeast tox inhibition %: further read-out of Yeast tox, marked with its call; growth inhibition, %; S. cerevisiae eIF2Bepsilon-R284H mutant growth, A595 turbidity, 16 h;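 each compound tested once at 25 µM; 0% equals untreated cells and 100% equals cell-free medium blanks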
# eIF2B yeast act mutant toxicity: second read-out of eIF2B yeast act, no call of its own (marks repeat the call); growth inhibition, %; measured here: mutant yeast growth, toxicity;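 each compound tested once at 25 µM; zero equals untreated control growth and 100 equals blank medium absorbance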
# * hit, by the source's call; ? = inconclusive; . = no result given.
# Short forms – A = Yeast tox; B = Yeast tox inhibition %; C = eIF2B yeast act; D = eIF2B yeast act mutant toxicity
O=C(c1cc(-c2cccs2)nc2ccccc12)N1CCN(S(=O)(=O)c2cccc(F)c2)CC1
  A = 12; B = -33; C = 26; D = -33
CCC(CC)C(=O)NCCc1ccc(OC)cc1
  A = 35; B = 17; C = 7; D = 17
CN=C1c2ccccc2CN1c1cccc(C(=O)OC)c1
  A = -9; B = 0; C = -27; D = .
Cc1ccc(N=CC2=C(O)CC(C)(C)CC2=O)nc1
  A = -2; B = 10; C = 23; D = 10
CC(C)(CO)Nc1nc(N2CCCC2)nc(N2CCCC2)n1
  A = 6; B = 16; C = -11; D = 16
CCOc1ccc(-n2c(SCC(=O)Nc3ccc(OC)cc3)nc3c(c2=O)SCC3)cc1
  A = -13; B = -5; C = 24; D = -5
CC(=O)Nc1nc(COc2ccc3ccccc3c2)cs1
  A = 25; B = 16; C = 22; D = 16
COc1ccccc1-c1c(NC(=O)c2ccco2)n(-c2ccccc2)nc(C)c1=O
  A = 9; B = -12; C = 21; D = -12
CC(C)(C)c1ccc(C(=O)N2CCNCC2)cc1
  A = 9; B = 8; C = 20; D = 8
CCOC(=O)C(NC(=O)CC(C)C)(Nc1cc(C)on1)C(F)(F)F (centres undefined)
  A = 29; B = 11; C = 25; D = 11
Cc1cnc(C(=O)OCC(=O)N2CCc3ccccc3C2)cn1
  A = 14; B = -5; C = 17; D = -5
Cc1cnc(C(=O)OCC(=O)Nc2ccc(Cl)cc2)cn1
  A = -4; B = 0; C = .; D = .
O=C(NC1(C(F)(F)F)NC(=O)N(Cc2cccnc2)C1=O)c1ccccc1Cl (centres undefined)
  A = -24; B = -10; C = 13; D = -10
COc1ccc(OC)c(C2C=C(c3ccc(C)c(C)c3)Nc3nnnn32)c1 (centres undefined)
  A = 15; B = -28; C = 16; D = -28
O=C(NCc1ccccn1)c1ccc(=O)oc1
  A = 7; B = 14; C = -10; D = 14
Cc1[nH]nc(N=CC2=C(O)CC(c3ccco3)CC2=O)c1-c1ccccc1 (centres undefined)
  A = -9; B = -9; C = 20; D = -9
COc1ccc2c(c1)CCc1c(C(=O)NC3CCCCC3)noc1-2
  A = -13; B = -12; C = 8; D = -12
CCCc1nnc(NC(=O)CC(=O)Nc2ccccc2C(=O)O)s1
  A = 6; B = -5; C = 8; D = -5
CCCc1ncc(C(=O)c2ccc(OC)cc2)n1C
  A = 1; B = 18; C = 42; D = 18
CC(=O)Nc1cc(C(=O)N2CCCC2)ccc1Sc1ccc(Cl)cc1
  A = 22; B = 18; C = .; D = .
COC(=O)N(C)c1nc2ccccc2s1
  A = -7; B = -18; C = 14; D = -18
CCn1c(=O)n(CC)c2cc(S(N)(=O)=O)c(C)cc21
  A = -6; B = 0; C = 12; D = .
CCOC(=O)N1CCN(C(=O)C2COc3ccccc3O2)CC1 (centres undefined)
  A = 2; B = -4; C = -11; D = -4
CC1(C)CC2CC(C)(CN2C(=O)COc2cccc3ccccc23)C1 (centres undefined)
  A = -2; B = 9; C = 18; D = 9
Cn1cccc1C(C(=O)NC1CCCCC1)N(C(=O)Cc1cccs1)c1ccc2c(c1)OCO2 (centres undefined)
  A = -2; B = 12; C = 15; D = 12
COCCNc1ncnc2c1cnn2Cc1ccc(Cl)cc1
  A = 7; B = 7; C = .; D = .
CCOc1ccc(-n2nc3c(-n4ncc(C#N)c4N)nnc(C)c3c2C)cc1
  A = -45; B = -8; C = 11; D = -8
Clc1ccc(OCCn2c(-c3ccco3)nc3ccccc32)cc1
  A = 28; B = 8; C = .; D = .
COc1ccc(N(C(=O)C(C)C)S(=O)(=O)c2ccc(Cl)cc2)cc1
  A = 4; B = 8; C = .; D = .
CC1CCN(S(=O)(=O)c2ccc3[nH]c(=O)c(=O)[nH]c3c2)CC1
  A = 2; B = 10; C = 6; D = 10
CC(C)CN(C(=O)COC(=O)C1c2ccccc2Oc2ccccc21)C1CCS(=O)(=O)C1 (centres undefined)
  A = 8; B = 18; C = .; D = .
COc1ccc(N2CCN(Cc3nc4ccccc4c(=O)[nH]3)CC2)cc1
  A = 3; B = 9; C = 2; D = 9
O=C(NCCN1CCOCC1)NC1(C(F)(F)F)Oc2ccccc2O1
  A = -4; B = 4; C = 19; D = 4
COc1ccc(S(=O)(=O)N2CCCCC2)cc1C(C)C
  A = -17; B = -3; C = 48; D = -3
CC(C)CNC(=O)c1ccccc1NC(=O)c1ccc(CN2CCOCC2)cc1
  A = -12; B = 0; C = -35; D = .
Cn1ncc2c1ncn1nc(COc3ccc4ccccc4c3)nc21
  A = -3; B = -40; C = 12; D = -40
C=C(C)c1cccc(C(C)(C)NC(=O)N2CCN(CC(N)=O)CC2)c1
  A = .; B = .; C = -7; D = .
CCn1c2ccccc2c2nnc(SCC(=O)Nc3ccc4c(c3)OCO4)nc21
  A = -18; B = -4; C = 36; D = -4
Cc1onc(-c2ccccc2Cl)c1C(=O)NCc1ccc(N2CCCC2=O)cc1
  A = -17; B = -14; C = .; D = .
COc1ccc(-c2nn(C)c(=O)c3ccccc23)cc1NC(=O)Cn1nc(-c2ccccc2)c2ccccc2c1=O
  A = 2; B = -60; C = -20; D = -60
CCc1ccccc1NC(=O)CSc1nc2n[nH]c(C)c2c(=N)n1-c1cccc(OC)c1
  A = -1; B = -23; C = 16; D = -23
CCCN(CC1CC1)C(=O)CSc1nnc(-c2cc(-c3cccs3)nc3ccccc23)o1
  A = -7; B = 12; C = .; D = .
O=C(Cn1nc(-c2ccc(N3CCOCC3)c([N+](=O)[O-])c2)c2ccccc2c1=O)N1CCCCC1
  A = 12; B = 6; C = 19; D = 6
CC(C)(C)C(=O)CN1CCN(S(=O)(=O)c2ccc(F)cc2)CC1
  A = -9; B = 0; C = 30; D = .
COC(=O)c1cn(CC(=O)NCc2cccs2)c2ccccc12
  A = 2; B = 21; C = 8; D = 21
COc1ccc(-c2ccc(CCC(=O)O)n2NC(=O)c2cccs2)cc1
  A = 15; B = 3; C = 9; D = 3
COc1ccccc1NC(=O)N(Cc1ccccc1)c1ccccn1
  A = -2; B = 8; C = -12; D = 8
Cc1cc(C)c(C#N)c(SCc2ccccc2)n1
  A = 0; B = -3; C = 1; D = -3
Cc1ccc2c(c1)c1c(n2C)C(C(N)=O)CCC1 (centres undefined)
  A = .; B = .; C = 8; D = .
O=C(CNC(=S)N(Cc1ccccc1F)C1CCCCC1)NC1CC1
  A = -5; B = 8; C = .; D = .

# (list continues)
# Short forms – A = Yeast tox; B = Yeast tox inhibition %; C = eIF2B yeast act; D = eIF2B yeast act mutant toxicity
CCSc1nnc(NC(=O)Cc2ccc(OC)c(S(=O)(=O)N3CCOCC3)c2)s1
  A = 16; B = 11; C = 18; D = 11
CCOC(=O)c1c(N)nn(C(=O)C(C)C)c1-c1ccc(OC)cc1
  A = -41; B = -25; C = 12; D = -25
CCOC(=O)N1CCN(C(=O)c2cnn3c(C)c(Cc4ccc(C)cc4)c(C)nc23)CC1
  A = 4; B = 8; C = 22; D = 8
CCCC(=O)Nc1c2c(nn1-c1ccc(C)cc1C)CSC2
  A = 0; B = 0; C = 7; D = .
CC1CCCN(C(=O)CCS(=O)(=O)Cc2ccccc2)C1 (centres undefined)
  A = 24; B = 12; C = .; D = .
CCCOc1ccc(C(=O)Nc2ccc(Cl)cn2)cc1
  A = 16; B = 20; C = 31; D = 20
CCC(C)C(=O)Nc1cc(OC)c(OC)cc1C(=O)O (centres undefined)
  A = 9; B = 0; C = 5; D = .
O=C(c1cc(-c2ccc3c(c2)OCO3)on1)N1CCN(c2ccc(F)cc2)CC1
  A = -75; B = -27; C = 11; D = -27
c1ccc(Cn2cnc3ccccc32)cc1
  A = 3; B = -3; C = 12; D = -3
COc1cc(C(=O)N2CCC(NC(=O)C(Cc3ccccc3)NC(C)=O)CC2)cc(OC)c1OC (centres undefined)
  A = 3; B = -20; C = .; D = .
COc1cccc(C(=O)Nc2nc(-c3ccc(S(=O)(=O)N4CCOCC4)cc3)cs2)c1
  A = -14; B = 9; C = -9; D = 9
C=CCSc1nnc(NC(=O)CSc2ccccn2)s1
  A = 14; B = 0; C = .; D = .
COC(=O)c1sc(=S)n(-c2ccc(Cl)cc2)c1C
  A = 10; B = 14; C = .; D = .
CCOC(=O)N1CCC2(CC1)CC(=O)c1c(ccc3oc(C(=O)O)c(C)c13)O2
  A = -4; B = 7; C = 7; D = 7
COc1ccccc1-n1c(SCC(=O)N2CCCC2)nc2cccnc21
  A = -1; B = -4; C = 9; D = -4
CCS(=O)(=O)Nc1ccc2c(c1)N(C(C)=O)c1ccccc1CC2
  A = 15; B = 16; C = 19; D = 16
COc1ccc(CNc2nc3nc(-c4ccccc4)cc(=O)n3[nH]2)cc1OC
  A = -17; B = 11; C = .; D = .
CC1(C)CC2CC(C)(CN2C(=O)COC(=O)c2cc(Cl)cc(Cl)c2N)C1 (centres undefined)
  A = 0; B = 4; C = .; D = .
CC1(C)Cc2c(C#N)c(SCC(=O)c3ccccc3)nc(N3CCCC3)c2CO1
  A = -17; B = 9; C = 5; D = 9
O=C(C1CCCCC1)N1CCCC(c2nc3c(nnn3Cc3ccccc3)c(=O)[nH]2)C1 (centres undefined)
  A = -10; B = 7; C = .; D = .

# Profiles, looked up by structure.
# CC1(C)CC2CC(C)(CN2C(=O)COC(=O)c2cc(Cl)cc(Cl)c2N)C1 (centres undefined) as listed: Yeast tox: 0; Yeast tox inhibition %: 4; eIF2B yeast act: .; eIF2B yeast act mutant toxicity: .
# C=CCSc1nnc(NC(=O)CSc2ccccn2)s1 as listed: Yeast tox: 14; Yeast tox inhibition %: 0; eIF2B yeast act: .; eIF2B yeast act mutant toxicity: .

# Additional records.
# Short forms – A = Yeast tox; B = Yeast tox inhibition %; C = eIF2B yeast act; D = eIF2B yeast act mutant toxicity
CCCOc1ccc(C2NC(=O)NC2=O)cc1 (centres undefined)
  A = -1; B = -2; C = 6; D = -2
O=C(C1CCN(S(=O)(=O)N2CCOCC2)CC1)N1CCOCC1
  A = 5; B = 4; C = ?; D = .
Cc1noc(C)c1C(=O)OCC(=O)c1c[nH]c2ccccc12
  A = 4; B = 8; C = 20; D = 8
O=C(O)CCCC(=O)Nc1nc2n(n1)C(c1ccc(F)cc1)CC(c1ccc(Cl)cc1)N2 (centres undefined)
  A = 8; B = -33; C = 19; D = -33
c1ccc2c(c1)OCC(c1csc3ncnc(N4CCCCC4)c13)O2 (centres undefined)
  A = -1; B = -27; C = 15; D = -27
CC(C)C(=O)Nc1ccc(N2CCCC2)cc1
  A = 10; B = 8; C = 19; D = 8
COc1cc(S(=O)(=O)n2nc(C)cc2C)c(OC)cc1Cl
  A = 20; B = 9; C = -36; D = 9
COc1ccc(CN2C(=O)c3ccccc3C2C(=O)NCC2CCCO2)c(OC)c1 (centres undefined)
  A = 8; B = 28; C = 20; D = 28
CCC1CCCCN1CC(=O)c1c(C)[nH]c2ccccc12 (centres undefined)
  A = -9; B = -4; C = -23; D = -4
CCC(=O)Nc1ccc(N2CCC(C)CC2)cc1
  A = -9; B = 29; C = 30; D = 29
CCOC(=O)c1sc(C)c2c1NC1(CCCCCC1)NC2=O
  A = -4; B = -12; C = -26; D = -12
COc1ccc(Cl)cc1S(=O)(=O)NCc1cccnc1
  A = 23; B = 18; C = .; D = .
CCN(CC)C(=O)C1=C(C)NC(=O)NC1c1ccccc1F (centres undefined)
  A = 0; B = -3; C = 11; D = -3
C=C(C)Cn1c(COc2ccccc2)nnc1SCC(=O)O
  A = -10; B = 2; C = 32; D = 2
CN(CCCCCCCCC(=O)/C=N/O)Cc1ccccc1
  A = 16; B = 7; C = .; D = .
COc1ccc(-c2nc(C)ncc2-c2csc(C)n2)c(O)c1
  A = 22; B = 0; C = 9; D = .
C=CCOc1ccc(CNc2nccs2)cc1OCC
  A = 0; B = 0; C = 19; D = .

# Reformatted field by field: part of the list above.
mol: C=C(C)Cn1c(COc2ccccc2)nnc1SCC(=O)O
  Yeast tox: -10
  Yeast tox inhibition %: 2
  eIF2B yeast act: 32
  eIF2B yeast act mutant toxicity: 2

mol: CN(CCCCCCCCC(=O)/C=N/O)Cc1ccccc1
  Yeast tox: 16
  Yeast tox inhibition %: 7
  eIF2B yeast act: .
  eIF2B yeast act mutant toxicity: .

mol: COc1ccc(-c2nc(C)ncc2-c2csc(C)n2)c(O)c1
  Yeast tox: 22
  Yeast tox inhibition %: 0
  eIF2B yeast act: 9
  eIF2B yeast act mutant toxicity: .

mol: C=CCOc1ccc(CNc2nccs2)cc1OCC
  Yeast tox: 0
  Yeast tox inhibition %: 0
  eIF2B yeast act: 19
  eIF2B yeast act mutant toxicity: .

# These rows are one share of the data, so the mix of outcomes need not match the whole.
